Screening results (PubChem)
MT stabilize HCS: microtubule stabilization, imaging screen; 0.83% of 200,000 active; % tubulin-high responders, % at 10 µM; AID 2205; HeLa tubulin immunostaining HCS, 24 h; share of cells brighter than vehicle mean+2SD;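 active means plate Z-score above 3 for both tubulin-high and condensed-nucleus cell shares, with cell loss under 80%, at 10 µM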;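 further: anti alpha tubulin signal scored within the nucleus-defined area of each cell; some results filed as inactive read as strong as hits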
Autophagy mod: alters autophagy in cells; 0.98% of 190,000 active; calls only at 10 µM (by protocol); MEF GFP-LC3 puncta imaging; test concentration mostly 10 µM;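 active means percentage of spot-positive cells more than 3 SD above its plate mean, without a fluorescence outlier flag or 80% toxicity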;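 further: spot-positive cell cutoff set from DMSO-treated cells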
Lipid droplet: hepatic lipid droplet formation modulation. AML12 mouse hepatocytes, oleate lipid droplets, BODIPY imaging. 0.4% of 240,000 active. inhibition, % at 6.5 µM. AID 1656;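 active means lipid droplet intensity inhibited by at least 50%, with more than 500 cells counted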
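Assay system: AML12 hepatocytes (mouse); Probe or stimulus: oleic acid at 100 µM to induce lipid droplet formation; Dosing: compound at 6.5 µM only; Schedule: compound with oleate, overnight; Detection: fluorescence imaging, 20x objective, two fields per well; Measure: % inhibition of lipid droplet signal.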
b-catenin transl: beta-catenin nuclear translocation modulation; AID 1665; HeLa beta-catenin nuclear translocation, immunofluorescence imaging; nuclear translocation activity, % at 5 µM; 0.3% of 190,000 active;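 active means nuclear translocation activity above 50% at 5 µM, with a well cell count of 50 or more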;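 further: per-cell ratio of nuclear to cytoplasmic median beta-catenin stain intensity; plate controls were DMSO negative control for no effect and GSK-3 inhibitor IX positive control for full effect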
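System: HeLa cells, endogenous beta-catenin; compound dosing: 5 µM primary single dose, 0.1% DMSO, 0.02–20 µM confirmation series; incubation: 24 h compound exposure at 37°C, 5% CO2; signal: beta-catenin immunofluorescence imaging with DAPI; evaluation: % activation, nuclear-to-cytoplasmic median beta-catenin signal ratio per cell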
T cell modulator: T cell immune modulators affecting CD8 T cell-vesicle binding. calls only at 7 µM. 0.068% of 330,000 active. 2C CD8+ T cell-vesicle binding, flow cytometry; active compounds read low;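 active means response, share of CD8 T cells binding vesicles, and their 90th percentile fluorescence all below set limits, cut at about 80% in these data, passing the limit was not always enough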
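Benchmarks: naked versus QL9-loaded vesicles / Assay system: purified 2C TCR transgenic mouse naive CD8+ T cells / Technique: high-throughput flow cytometry with anti-B7-1 and anti-CD8 staining / Timing: Cell–vesicle co-incubation 1.5 h at 37 °C, staining 20 min on ice / Read-out: percent CD8+ FL2 mean versus row control / Probe or stimulus: QL9-loaded Drosophila micro-vesicles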
Ins promoter up: MIN6 insulin promoter up-regulation. MIN6 insulin promoter-GFP reporter, high-content imaging; active compounds read high. z-score at 5 µM. 0.3% of 190,000 active;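 active means z-score above 3 at 5 µM with at least 500 cells counted in the well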
TNAP activation fold: stimulation of alkaline phosphatase TNAP activity – biochemical, luminescent, no phosphate acceptor, uHTS, primary screen (AID 1001). purified TNAP, luminescent activation assay, no phosphate acceptor; higher activation fold means a stronger effect. activation fold at 20 µM; hits with a dose series show EC50 in µM. 0.03% of 200,000 active; in the data active means activation fold from about 3, or a potency from the dose series; inactive means the rest, 99 in 100 with activation fold below about 1.6; further: many of its hits are not listed in these tables
PMI inhibitors: inhibitors of human PMI, primary screen, biochemical, fluorescence intensity, coupled assay (AID 1209); purified PMI enzyme, coupled fluorescence intensity; higher % means a stronger effect; inhibition, % at 20 µM, or IC50 in µM where a hit was titrated; 0.42% of 190,000 active;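 further: plate controls were DMSO vehicle for no effect and wells lacking substrate for full effect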
human PMI inhibitors: MPI inhibition at elevated mannose 6-phosphate – biochemical, fluorescence intensity, high mannose 6-phosphate, primary screen (AID 1220); recombinant PMI enzyme, coupled fluorescence intensity; higher % means a stronger effect; inhibition, % at 20 µM; hits with a dose series show IC50 in µM; 0.66% of 190,000 active
Ins promoter up cell count: recorded beside Ins promoter up, whose call it bears; cell count; measured here: cytotoxicity, nuclei count;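 total cells summed across four imaged fields per well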
Lipid droplet cells 6.5 µM: recorded beside Lipid droplet, whose call it bears; cell count; measured here: cell count, cytotoxicity flag;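 cells counted across two imaged fields per well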
b-catenin transl cell count 5 µM: also measured in b-catenin transl; calls as there; cell count; measured here: cell count, cytotoxicity flag
T cell modulator vesicle-bound %: further read-out of T cell modulator, marked with its call; double positive events, %; measured here: CD8+ vesicle-bound cell fraction;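 binding gate set so that unloaded-vesicle control wells show 10% double positive cells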
MT stabilize HCS Hoechst-high %: further read-out of MT stabilize HCS, marked with its call; % Hoechst-high responders; measured here: nuclear condensation Hoechst responders;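 share of cells brighter than vehicle mean plus two SD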
MT stabilize HCS cytotoxicity %: further read-out of MT stabilize HCS, marked with its call; toxicity, %; measured here: cytotoxicity by cell density;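 0% = mean cell density of plate MIN control wells and 100% = no cells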
Autophagy mod cell loss 18 h: further read-out of Autophagy mod, marked with its call; toxicity, %; measured here: cell loss, nuclei count;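 cell loss after 18 h compound exposure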
The depositor's hits bear a star; i = inactive; x = not tested or not shown. Unless noted, no stated cut-off is given here; in the data, active means inhibition above about 50%; inactive means the rest.

Molecule,Autophagy mod,T cell modulator vesicle-bound %,MT stabilize HCS cytotoxicity %,Ins promoter up cell count,T cell modulator,b-catenin transl cell count 5 µM,Ins promoter up,PMI inhibitors,Lipid droplet cells 6.5 µM,MT stabilize HCS,MT stabilize HCS Hoechst-high %,Autophagy mod cell loss 18 h,Lipid droplet,b-catenin transl,human PMI inhibitors,TNAP activation fold
COc1ccc(/C=N/NC(=O)c2ccc(NC(=O)c3ccccc3Br)cc2)cc1,i,47.8,7.4,1111,i,x,0.64,10.4%,658,3.0,2.9,8.1,11.8,x,10.6%,1.1
Cc1cccc(N/C=C/C(=O)c2cccs2)c1C,i,6.1,7.2,1472,i,1171,0.42,-0.3%,592,3.0,2.2,7.6,-25.8,-3.2,-6.9%,1
O=C(CCNC(=O)c1ccco1)Nc1ccc(N2CCOCC2)cc1,i,55.2,2.1,1185,i,1139,-0.36,-6.1%,672,5.4,2.7,-0.9,-12.1,-0.8,1.2%,0.9
N#Cc1ccc(-n2nccc2-c2cnc3n(c2=O)CCS3)cc1,i,32.8,8.4,x,i,1179,x,6.6%,797,1.5,1.3,-5.8,9.9,-6.5,-0.2%,1.1
COc1ccc(S(=O)(=O)Nc2ccccc2C(=O)Nc2nc(-c3ccc(F)cc3)cs2)cc1OC,i,0.5,5.7,799,i,781,-0.72,2.5%,525,1.7,1.9,-18.5,-46.9,1.6,8.4%,1
C/C(=N/O)c1no[n+]([O-])c1/C(C)=N\O,x,26.4,x,1173,i,1332,-0.07,x,699,x,x,x,-26.9,0.2,x,x
COc1ccc(-c2nc(CN3CCN(c4ncccn4)CC3)c(C)o2)cc1C,i,8.6,8.2,1555,i,1062,-0.32,9.1%,795,2.6,1.2,-0.8,5.7,-2.4,8.4%,1.1
Cc1ccc2cccc(OCC(=O)c3cc(C)n(Cc4ccco4)c3C)c2n1,i,2.7,5.4,1253,i,1145,0.54,-1.9%,704,4.0,1.9,2.1,4.4,0.3,20.9%,1.1

More entries.
Molecule,Autophagy mod,T cell modulator vesicle-bound %,MT stabilize HCS cytotoxicity %,Ins promoter up cell count,T cell modulator,b-catenin transl cell count 5 µM,Ins promoter up,PMI inhibitors,Lipid droplet cells 6.5 µM,MT stabilize HCS,MT stabilize HCS Hoechst-high %,Autophagy mod cell loss 18 h,Lipid droplet,b-catenin transl,human PMI inhibitors,TNAP activation fold
COc1cccc(-c2cc(C(=O)Nc3ccc([N+](=O)[O-])cn3)c3ccccc3n2)c1,i,31.3,6.7,x,i,915,x,26.1%,635*,1.8,2.6,-8.9,57.2*,-1.3,8.7%,1
O=C(CCc1ccccc1)Nc1nc2n(n1)C(c1ccccc1)CC(=O)N2 (stereo not given),i,23.2,9.8,1117,i,846,0.43,2.6%,x,2.4,3.0,3.5,x,-1.9,2.4%,1.1
COc1cc(CO)cc(Br)c1OCC(=O)N1CCCCC1,i,19.8,7.9,1146,i,777,0.5,-2.5%,x,4.4,1.8,-3.6,x,0.0,4.1%,0.9
CC(C)NC(=O)N(Cc1ccc(Cl)cc1)Cc1cccs1,x,35.8,x,1542,i,1113,0.27,x,724,x,x,x,-9.2,-1.1,x,x
Cn1c(CNC2CCCCC2)nc2ccccc21,i,10.8,2.0,1306,i,1479,-0.22,8.2%,655,1.6,1.5,22.6,-1.0,0.6,3.8%,1.1
CCCSc1cc(Cl)nc(N)n1,x,49.8,x,1093,i,1319,-0.12,x,715,x,x,x,-5.7,-2.0,x,x
COc1nccnc1NS(=O)(=O)c1ccc(NC(=S)NC(=O)c2cccnc2)cc1,x,35.7,x,954,i,1288,0.12,x,760,x,x,x,-6.5,2.2,x,x
O=C(COc1ccccc1[N+](=O)[O-])N1CCC(Cc2ccccc2)CC1,i,7.2,3.0,1214,i,1065,-0.3,-5.8%,706,2.0,1.6,5.5,-27.1,0.8,2.4%,0.8

Other entries:
Molecule,Autophagy mod,T cell modulator vesicle-bound %,MT stabilize HCS cytotoxicity %,Ins promoter up cell count,T cell modulator,b-catenin transl cell count 5 µM,Ins promoter up,PMI inhibitors,Lipid droplet cells 6.5 µM,MT stabilize HCS,MT stabilize HCS Hoechst-high %,Autophagy mod cell loss 18 h,Lipid droplet,b-catenin transl,human PMI inhibitors,TNAP activation fold
COc1cccc(CN(C)CC(=O)NCc2ccccc2Cl)c1,i,25.3,8.8,x,i,924,x,7.9%,530,4.9,3.5,5.5,-19.3,1.1,4.9%,0.9
CCc1nnc(NC(=O)CN2CCN(c3ccccc3OC)CC2)s1,i,10.0,11.9,1232,i,1379,0.54,-11.2%,x,2.6,2.5,-1.0,x,-2.4,-6.6%,1
CSc1ccc(/C=C(\NC(=O)c2ccccc2)C(=O)NN)cc1,x,18.1,x,1042,i,1078,0.75,x,636,x,x,x,-6.5,0.8,x,x
COC(=O)CN(c1cc([N+](=O)[O-])ccc1OC)S(C)(=O)=O,i,37.6,3.7,1332,i,1018,0.78,-4.4%,708,1.7,1.9,17.0,1.6,-0.4,-0.5%,1.1
COc1ccc(-c2cc(COc3ccccc3)on2)cc1,i,47.5,4.0,1322,i,1128,-0.08,-4.1%,684,3.2,2.2,4.4,20.2,-2.4,1.4%,1.1
CC(C)OC(=O)CC(=O)CSc1nc2c(cc1C#N)CCC2,i,43.1,8.5,1128,i,893,0.56,-4.8%,x,1.4,1.7,1.3,x,-0.6,3.3%,1.1
O=C(Cn1c(=O)oc2cc(S(=O)(=O)N3CCCCCC3)ccc21)NC1CCCCC1,i,43.2,7.2,912,i,x,0.85,10.5%,x,2.8,2.4,12.4,x,x,8.5%,1.2
Cc1cccc(C(=O)c2ccccc2C(=O)O)c1O,i,41.8,12.2,1620,i,1368,0.65,-3.4%,x,1.2,3.2,-4.5,x,0.2,-4.8%,1.1

(more compounds)
Molecule,Autophagy mod,T cell modulator vesicle-bound %,MT stabilize HCS cytotoxicity %,Ins promoter up cell count,T cell modulator,b-catenin transl cell count 5 µM,Ins promoter up,PMI inhibitors,Lipid droplet cells 6.5 µM,MT stabilize HCS,MT stabilize HCS Hoechst-high %,Autophagy mod cell loss 18 h,Lipid droplet,b-catenin transl,human PMI inhibitors,TNAP activation fold
O=C(O)CCCC(=O)Nc1ccc(C(=O)N2CCCCC2)c(Cl)c1,i,60.8,4.5,1330,i,x,-0.65,3.8%,707,1.9,2.5,-0.7,-1.1,x,0.7%,1.1
C#CC1(NC(=O)NC(=O)c2c(F)cccc2F)CCCCC1,x,23.3,x,1340,i,1252,0.62,x,753,x,x,x,12.3,1.9,x,x
COc1cc(NC(=S)N2CCC(C(N)=O)CC2)cc(OC)c1,i,45.7,9.3,1403,i,604,0.25,3.4%,671,3.2,2.0,9.5,19.0,-10.0,4.8%,1.1
Cc1ccc2cc(C)c(SCC(=O)Nc3ccc(S(=O)(=O)N4CCCC4)cc3)nc2c1,x,38.6,x,1031,i,1223,-0.53,x,593,x,x,x,28.3,-0.3,x,x
O=C(NC1CCN(S(=O)(=O)c2ccccc2)CC1)C1CCCCC1,i,29.5,9.2,x,i,524,x,7.1%,792,2.8,2.0,-5.1,10.2,0.9,7.7%,1.1
CN(CCCNC(=O)COc1cc(=O)n(C)c2ccccc12)Cc1ccccc1,i,4.5,9.3,1336,i,994,-0.49,0.8%,x,4.3,1.8,-8.3,x,-0.7,0.6%,1.1
CCOC(=O)N1CCN(C(=O)CSc2nnc(CNC(=O)c3ccccc3F)o2)CC1,i,42.1,10.2,904,i,920,-0.36,-2.6%,771,1.5,1.4,-2.0,7.9,2.9,-3.3%,1.1
CN(C)c1nc(N2CCN(c3ccc(F)cc3)CC2)c(C#N)c(=O)o1,i,x,9.1,2020,x,1052,2.08,14.6%,658,1.4,1.5,3.9,4.2,-0.9,11.3%,1

More records
Molecule,Autophagy mod,T cell modulator vesicle-bound %,MT stabilize HCS cytotoxicity %,Ins promoter up cell count,T cell modulator,b-catenin transl cell count 5 µM,Ins promoter up,PMI inhibitors,Lipid droplet cells 6.5 µM,MT stabilize HCS,MT stabilize HCS Hoechst-high %,Autophagy mod cell loss 18 h,Lipid droplet,b-catenin transl,human PMI inhibitors,TNAP activation fold
CN1/C(=C\C(=O)C[n+]2cccc(C(N)=O)c2)C(C)(C)c2ccccc21,i,62.7,9.7,986,i,939,0.28,-11.7%,695,4.1,2.3,-7.9,3.3,-2.3,-8.1%,1
COc1ccc(OC)c(CNC(=O)C2CCN(S(C)(=O)=O)CC2)c1,i,26.9,6.2,1595,i,1025,-0.2,-8.3%,644,2.2,1.9,-9.4,14.3,0.9,-4.1%,1
CCCCC1CCC(C(=O)NC2CCS(=O)(=O)C2)CC1 (stereo not given),i,44.6,3.3,x,i,508,x,0.1%,811,3.5,1.8,-7.4,10.4,1.2,-2.2%,1.1
Cc1cc2c(=O)n(Cc3ccco3)c(SCC(=O)N3CCCc4ccccc43)nc2s1,i,33.9,9.0,1206,i,x,-1.36,8.5%,693,1.9,1.8,-2.4,-0.9,x,9.7%,1
Cc1ccc(-c2ccc(C(=O)NCc3ccccc3)o2)c2ccccc12,i,x,1.2,1167,x,x,0.36,-15.5%,749,2.7,2.8,13.7,-3.3,x,16.9%,1.1
CCCc1[nH]n(-c2ccc(F)cc2)c(=O)c1C=NCC1CCCO1 (stereo not given),i,40.3,11.7,1334,i,1184,-0.49,13.7%,660,2.7,1.6,3.7,-0.7,-2.5,5.6%,1.1
